# SIRT5 block: sirtuin-5 (human) deacylase inhibition; Purified SirT5, succinyl-peptide AMC, trypsin-coupled fluorescence; Q9NXA8; actives 1.1% (n = 330,000); AID 652115; inhibition, % at 15 µM; in the data active = inhibition above about 15%; inconclusive = no clear call, values can overlap the other calls
# S100A4 MyoIIA: inhibitors of human S100A4 binding to myosin IIA peptide | P26447 | S100A4/TAMRA-MyoIIA peptide fluorescence polarization | inhibition, % at 10.7 µM | actives 0.14% (n = 360,000) | AID 652163;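 active = mean inhibition of at least 70% across replicates, with every replicate also reaching that level; inconclusive = mean inhibition reaches 70% but some replicates fall short; inactive = mean inhibition below 70%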
#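 Compound dosing: one dose per compound; test system: human S100A4 monomer with TAMRA-labelled myosin IIA peptide; probe or stimulus: TAMRA-labelled myosin IIA heavy-chain peptide probe, 5 nM; medium: HEPES buffer with Ca2+, pH 7.2; schedule: 5 min incubation before reading; benchmarks: neutral control DMSO, positive control TFP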
# DENV2 CPE: inhibitors of DENV2 cytopathic effect; actives 1.7% (n = 350,000); DENV2-infected cells, cytopathic effect rescue, plate reader; CPE inhibition, % at 9.99 µM; AID 651640; in the data active = CPE inhibition above about 20%, passing the limit was not always enough; inconclusive = no clear call, values can overlap the other calls; tested in BHK-21 cells;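 also: 0% = median of neutral control wells and 100% = median of positive control wells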
# C2C12 statin: suppression of simvastatin myotoxicity; C2C12 myotubes + simvastatin, ATP luminescence, 48 h; scaled: DMSO 0, geranylgeraniol control 100; rescue of ATP level, % at 7.49 µM; actives 0.78% (n = 330,000); AID 602340;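 active = mean ATP rescue above about 67%, or every replicate alone reaching that limit, limit read from the data, passing the limit was not always enough; inconclusive = no clear call, values can overlap the other calls; inactive = mean under the limit and some replicate under it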;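 also: myotubes were challenged with 10 µM simvastatin during compound exposure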
# PglD DTNB: inhibitors of Campylobacter jejuni PglD acetyltransferase | purified PglD enzyme, DTNB colorimetric CoA detection | inhibition, % at 12.5 µM | actives 0.098% (n = 360,000); in the data active = inhibition above about 16%, passing the limit was not always enough; inconclusive = no clear call, values can overlap the other calls; also: strong numbers were not always called active
# E-selectin induc: E-selectin induction on HUVECs | P16581 | HUVEC E-selectin immunofluorescence imaging; normalized: neutral wells 0, TNF-alpha wells 100 | activation, % at 7.58 µM | actives 0.37% (n = 260,000);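 active = mean E-selectin-positive cell signal at least 10% of the positive control, reached in at least 60% of replicates, without over 20% cell loss; inconclusive = no rule given, readout overlaps actives, possibly toxicity-flagged; inactive = the rest, including those meeting only one limit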;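 also: in these data hits start at about 27%; measured in HUVEC primary endothelial cells; signal is the percent of cells scored E-selectin positive by PE staining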
# Target sequence (P16581 whole entry, looked up): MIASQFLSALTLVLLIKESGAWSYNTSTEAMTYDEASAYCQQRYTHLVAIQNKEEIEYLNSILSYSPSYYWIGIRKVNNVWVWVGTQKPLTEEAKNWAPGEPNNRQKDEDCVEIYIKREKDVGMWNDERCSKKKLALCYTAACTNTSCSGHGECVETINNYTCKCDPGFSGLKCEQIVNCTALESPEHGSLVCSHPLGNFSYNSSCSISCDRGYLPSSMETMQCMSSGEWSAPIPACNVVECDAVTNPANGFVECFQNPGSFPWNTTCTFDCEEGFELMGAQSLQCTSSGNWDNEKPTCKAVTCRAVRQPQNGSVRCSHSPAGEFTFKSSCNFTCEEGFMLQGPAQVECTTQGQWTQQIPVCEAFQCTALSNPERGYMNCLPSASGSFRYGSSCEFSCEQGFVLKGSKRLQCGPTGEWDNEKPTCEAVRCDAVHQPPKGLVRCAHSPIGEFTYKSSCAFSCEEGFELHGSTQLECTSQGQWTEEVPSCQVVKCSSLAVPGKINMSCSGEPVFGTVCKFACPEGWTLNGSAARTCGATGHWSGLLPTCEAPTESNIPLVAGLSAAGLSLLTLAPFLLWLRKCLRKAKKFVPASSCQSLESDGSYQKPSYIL
#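 Test system: HUVEC | Signal: Immunofluorescence imaging | Read-out: Percent E-selectin-positive cells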
# ERp5 block: ERp5 (human) disulfide isomerase inhibition; ERp5 insulin aggregation, absorbance 650 nm, 90 min; inhibition, % at 9.99 µM; actives 0.05% (n = 350,000);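 active = mean replicate inhibition above about 25%, with every replicate also reaching it, limit read from the data, passing the limit was not always enough; inconclusive = only one of those two criteria met; inactive = neither criterion met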
# Target sequence (Q15084 whole entry, looked up): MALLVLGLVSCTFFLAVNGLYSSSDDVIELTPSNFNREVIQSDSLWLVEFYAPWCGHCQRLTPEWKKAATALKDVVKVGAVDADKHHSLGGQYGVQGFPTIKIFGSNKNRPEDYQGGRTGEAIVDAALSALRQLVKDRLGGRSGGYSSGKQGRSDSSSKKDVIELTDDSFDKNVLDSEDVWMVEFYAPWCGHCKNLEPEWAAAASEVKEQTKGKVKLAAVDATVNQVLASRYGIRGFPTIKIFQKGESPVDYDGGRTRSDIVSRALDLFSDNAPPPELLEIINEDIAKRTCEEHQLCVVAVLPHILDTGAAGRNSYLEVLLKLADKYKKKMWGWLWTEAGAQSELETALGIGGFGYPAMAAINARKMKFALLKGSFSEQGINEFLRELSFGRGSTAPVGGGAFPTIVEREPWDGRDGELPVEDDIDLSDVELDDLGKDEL
# * hit, by the source's call; ? = inconclusive; . = not tested or not shown; & = joins results of further samples.
# Order of values: SIRT5 block	S100A4 MyoIIA	DENV2 CPE	C2C12 statin	PglD DTNB	E-selectin induc	ERp5 block
- Cc1noc(C)c1NC(=O)Nc1ccc2c(c1)C(=O)N([C@H](C)CO)C[C@H](C)[C@@H](CN(C)C(=O)NC(C)C)O2
    3&3	2&-1	2&-4	11&9	5&0	0.1&-0.1	-2&7
- CC(C)(C)OC(=O)N1CCC(c2cc(=O)n3[nH]c(-c4ccc(Cl)cc4)cc3n2)CC1
    .	-16	-5	-27	-2	0.1	1
- Cc1c(C(c2cc(O)ccc2Cl)c2c(C)n(C)n(-c3ccccc3)c2=O)c(=O)n(-c2ccccc2)n1C
    3	2	?	5	0	0.5	?
- CCCNC(=O)N(C)C[C@H]1Oc2ncc(C#Cc3ccccc3F)cc2C(=O)N([C@H](C)CO)C[C@@H]1C
    0	19	4	.	2	-0.8	-1
- C[C@]12c3[nH]c4ccc(Cl)cc4c3CCN1C(=O)[C@@H](CC(=O)NCc1cccc(C(F)(F)F)c1)C[C@@H]2C(=O)N1CCCCC1
    -4	-4	13	0	2	-0.2	0
- CC1(C(=O)OCC(=O)Nc2ccc3ccccc3c2)CC1(Cl)Cl (configuration not stated)
    0	-2	0	-1	4	4.0	2
- COc1ccc(C2C3=C(CC(C)(C)CC3=O)Nc3c2c(=O)n(C)c(=O)n3C)cc1OC (configuration not stated)
    0	-1	2	.	0	9.2	3
- COc1ccc(C(CCNCc2ccc(N(C)C)cc2)c2ccccc2)cc1 (configuration not stated)
    -7	-8	-4	-5	2	-0.1	0
- Cc1ccc[n+](-c2nc([O-])sc2/C=N/Nc2ccc([N+](=O)[O-])cc2)c1
    0	-5	2	.	-2	-0.1	3
- CN(CC(=O)Nc1ccc(F)cc1)C(=O)CCc1nc2ccccc2c(=O)[nH]1
    -4	10	-4	-4	7	-0.9	0
- OC(c1ccc(Cl)c(F)c1)c1ncc(-c2cccc3ccccc23)[nH]1 (configuration not stated)
    -2	3	-4	8	1	0.7	8
- Cc1ccc(S(=O)(=O)CC(=O)Nc2ccccn2)cc1
    -1	-4	-6	.	5	0.0	1
- C(=C1c2ccccc2-c2ccccc21)c1ccccn1
    -1	-59	2	-6	-6	0.2	1
- O=C1NC[C@H](CCCCN2C[C@H](Cc3ccc(O)cc3)N(CCC3CCCCC3)C(=O)C2=O)N(CC2CCCCC2)C1=O
    .	1	7	.	.	-0.8	2
- Cn1nnnc1Sc1ncnc2scc(-c3ccc(Cl)cc3)c12
    0	-2	11	28	5	-0.1	0

# Arranged by molar mass (high to low): 6 of the compounds above
# Order of values: SIRT5 block	S100A4 MyoIIA	DENV2 CPE	C2C12 statin	PglD DTNB	E-selectin induc	ERp5 block
- O=C1NC[C@H](CCCCN2C[C@H](Cc3ccc(O)cc3)N(CCC3CCCCC3)C(=O)C2=O)N(CC2CCCCC2)C1=O
    .	1	7	.	.	-0.8	2
- Cc1noc(C)c1NC(=O)Nc1ccc2c(c1)C(=O)N([C@H](C)CO)C[C@H](C)[C@@H](CN(C)C(=O)NC(C)C)O2
    3&3	2&-1	2&-4	11&9	5&0	0.1&-0.1	-2&7
- Cc1c(C(c2cc(O)ccc2Cl)c2c(C)n(C)n(-c3ccccc3)c2=O)c(=O)n(-c2ccccc2)n1C
    3	2	?	5	0	0.5	?
- CC(C)(C)OC(=O)N1CCC(c2cc(=O)n3[nH]c(-c4ccc(Cl)cc4)cc3n2)CC1
    .	-16	-5	-27	-2	0.1	1
- COc1ccc(C2C3=C(CC(C)(C)CC3=O)Nc3c2c(=O)n(C)c(=O)n3C)cc1OC (configuration not stated)
    0	-1	2	.	0	9.2	3
- Cc1ccc[n+](-c2nc([O-])sc2/C=N/Nc2ccc([N+](=O)[O-])cc2)c1
    0	-5	2	.	-2	-0.1	3

# Following part:
# Order of values: SIRT5 block	S100A4 MyoIIA	DENV2 CPE	C2C12 statin	PglD DTNB	E-selectin induc	ERp5 block
- COc1ccc(C[C@@H]2CN3C(=NC[C@@H]3C)N2CCNC(=O)c2ccc(C)c(Br)c2)cc1
    .	.	.	-19	-3	0.0	.
- CN(C(=O)c1ccccc1-c1ccccc1C(=O)O)c1ccccc1
    2	-3	10	-5	-7	-0.2	3
- Cc1cccnc1CC(C)NC(=O)c1cc(COc2cncc(Cl)c2)on1 (configuration not stated)
    1	2	10	4	-10	.	-2
- O=S(=O)(Cc1ccccc1)Nn1cnnc1
    -1	-12	?	-11	-5	.	4
- Cc1cc(=O)n2nc(N3CCC(C(=O)N4CCN(c5ccccc5)CC4)CC3)sc2n1
    15	1	-1	7	12	1.2	1
- Cc1cc(Nc2cccc([N+](=O)[O-])c2)cc(=O)n1-c1cccc([N+](=O)[O-])c1
    .	-5	-2	.	.	-0.1	4
- CCn1c(SCC(=O)Nc2ccccc2)nc2nc3c(cc2c1=O)COC(C)(C)C3
    -4	0	-2	.	.	.	2
- O=C(Nc1ccccc1)[C@@H]1CCCN1S(=O)(=O)c1ccc(Cl)cc1
    -2	8	5	4	-3	-0.3	5
- N#C[C@H]1[C@H](c2ccccc2C2=CCCCC2)[C@@H](CO)N1S(=O)(=O)c1cccc(F)c1
    -1	13	31*	.	.	0.1	-4
- COc1cccc(CNC(=O)C[C@H]2C=C[C@@H](NC(=O)C3CC3)[C@H](CO)O2)c1
    -2	-18	8	-1	1	-0.1	-1
- COc1ccc2c3c(n(C)c2c1)[C@H](CO)N(C(=O)CN1CCOCC1)CC31CCN(C(=O)C2CC2)CC1
    -3	.	-3	.	.	-0.2	.
- Nc1ccc(N2CCCC2)c(S(=O)(=O)Nc2cccc(C(F)(F)F)c2)c1
    .	5	4	0	.	0.0	0
- CCOC(=O)[C@]12CCCC=C1N(CCc1ccc(OC)c(OC)c1)C(=O)[C@H](CC(=O)NCC13CC4CC(CC(C4)C1)C3)C2
    0	2	0	.	.	-0.4	1
- CCCNC(=O)c1cccc(Br)c1
    -7	2	-4	.	.	.	-8
- CCC(=O)NC[C@H]1[C@@H](c2ccccc2)[C@@H](CO)N1C(=O)C1CC1
    0	1	-7	16	0	1.4	11

# Further results follow.
# Order of values: SIRT5 block	S100A4 MyoIIA	DENV2 CPE	C2C12 statin	PglD DTNB	E-selectin induc	ERp5 block
- O=[N+]([O-])c1ccc(S(=O)(=O)Nc2nc(-c3ccccc3)cs2)cc1
    0	-1	2	-19	7	-0.2	2
- O=C(COC(=O)CSc1ccc(Br)cc1)NCc1ccco1
    2	-4	9	-1	-4	0.0	0
- Cc1cc(C)c(S(=O)(=O)N(C)CC(=O)NCc2ccncc2)c(C)c1
    .	3	?	-7	0	.	2
- Cc1ccccc1OCc1ccc(C(=O)N2CCOCC2)o1
    -3	10	-7	-6	-3	.	3
- COc1ccc(NC(=O)N(C)C[C@H]2Oc3ccc(NC(=O)Nc4ccccc4)cc3CC(=O)N([C@H](C)CO)C[C@H]2C)cc1
    8	-5	-9	-12	2	0.4	0
- CC(C)(C)c1ccc(OCCn2ccccc2=O)cc1
    .	.	.	-2	1	0.6	.
- COc1ccc(CN2CC3(CN(C(C)=O)C3)c3c(n(C)c4cc(OC)ccc34)[C@@H]2CO)cc1
    1	-1	-6	.	.	0.1	0
- CCOC(=O)N1CCN(C(=O)COC(=O)c2ccccc2NCCO)CC1
    -5	3	19	10	.	0.4	-2
- O=C(C[C@H]1CC[C@@H](NC(=O)CN2CCOCC2)[C@H](CO)O1)NCCc1ccncc1
    0	17	-2	0	-3	0.2	-1
- CCOC(=O)C1(Cc2ccc(Cl)cc2)CCN(C(=O)CCc2cnccn2)CC1
    3	-1	-5	9	-2	-5.5	-2
- O=C(C1CCN(S(=O)(=O)c2ccccc2)CC1)N1CCOCC1
    0	-1	.	6	-5	.	1
- Fc1cccc(F)c1[B-](F)(F)F
    -1	-2	5	-3	2	.	-9
- COCc1cn(CC[C@H]2CC[C@H](NC(=O)Nc3c(C)noc3C)[C@@H](CO)O2)nn1
    3	0	6	-6	1	-0.2	-1
- O=C(NCc1ccccc1Cl)c1cnccc1C(F)(F)F
    0	5	0	6	.	1.2	3
- COc1ccc(-c2cn(CC[C@H]3CC[C@H](NS(=O)(=O)c4ccccc4C)[C@@H](CO)O3)nn2)cc1
    3	9	-3	2	2	0.5	1

# Continued:
# Order of values: SIRT5 block	S100A4 MyoIIA	DENV2 CPE	C2C12 statin	PglD DTNB	E-selectin induc	ERp5 block
- COc1ccc(NC(=O)N(C)C[C@@H]2OCCCC[C@@H](C)Oc3ccc(NS(C)(=O)=O)cc3C(=O)N([C@@H](C)CO)C[C@H]2C)cc1
    4	2	.	.	1	0.1	-2
- COC(=O)[C@@]1(Cc2ccc(OC)cc2)[C@@H]2C(=CC(=O)[C@H]2CC(=O)C(=O)N(C)C)CN1C(=O)c1ccccc1
    0	0	-4	.	.	-0.3	0
- C[C@@H]1CN([C@H](C)CO)C(=O)c2cc(C#CCc3ccccc3)cnc2O[C@H]1CN(C)C(=O)C1CCCCC1
    4	-9	1	-11	-4	0.0	-3
- Cc1ccc(N2C(S)=C(C#N)C(=O)NC2c2ccco2)cc1 (configuration not stated)
    -1	22	1	.	.	0.0	21
- Cn1cnc(S(=O)(=O)N2C[C@@H](O)COC[C@@H]3O[C@@H](CC(=O)NC4CCCC4)CC[C@H]32)c1
    -1	0	114*	13	5	0.1	0
- CN(C(=O)Cn1nnc(-c2ccccc2)n1)C1CCS(=O)(=O)C1 (configuration not stated)
    4	-2	-3	.	.	-0.2	1
- Cc1c(C)c2ccc(OC(C)C(=O)NCCCN3CCOCC3)c(C)c2oc1=O (configuration not stated)
    -4	-6	-3	-7	1	-0.2	.
- O=C(C[C@@H]1C=C[C@H](NC(=O)c2ccccc2)[C@@H](CO)O1)NCc1ccc(Oc2ccccc2)cc1
    9	4	13	13	-1	0.0	-3
- COc1ccccc1C(=O)NCCC(=O)N1CCN(c2ccccc2O)CC1
    -1	-2	-11	12	5	-0.1	2
- CCCCCC(=O)N1C[C@H](n2cc(COC(=O)c3ccccc3)nn2)[C@@H](O)C[C@@H]1c1ccc(OC)cc1
    -2	-6	-5	-2	-118	0.2	0
- COc1cc(F)ccc1S(=O)(=O)N1CCN(Cc2ccccc2)CC1
    -3	1	-4	7	-2	0.0	-1
- O=C(CCc1ccccc1)NCC(c1ccco1)N1CCc2ccccc21 (configuration not stated)
    -1	1	7	-30	2	4.7	9
- C[C@@H]1CN([C@@H](C)CO)C(=O)Cc2cc(NC(=O)C3CCCCC3)ccc2O[C@H]1CN(C)C(=O)Nc1ccc(C(F)(F)F)cc1
    3	-10	-2	-18	-1	-2.1	-1
- COc1ccccc1C(=O)Nc1ccc2c(c1)C(=O)N(C)C[C@@H](OC)[C@@H](C)CN(CC1CC1)[C@H](C)CO2
    0	11	-12	33	5	-0.1	0
- CC1(C)CC(=O)c2c(O)cc(OCC(=O)Nc3ccc(S(N)(=O)=O)cc3)cc2O1
    .	-4	?	-3	-7	.	-2

# (further entries)
# Order of values: SIRT5 block	S100A4 MyoIIA	DENV2 CPE	C2C12 statin	PglD DTNB	E-selectin induc	ERp5 block
- C[C@@H]1CCCCO[C@H](CN(C)Cc2ccc(Cl)c(Cl)c2)[C@@H](C)CN([C@@H](C)CO)C(=O)c2cc(NS(C)(=O)=O)ccc2O1
    9	1	0	14	1	-0.2	12
- C[C@@H]1CN([C@@H](C)CO)C(=O)c2cc(N(C)C)ccc2O[C@H]1CN(C)Cc1ccc(C(F)(F)F)cc1
    4	0	2	6	4	-0.1	0
- CC1(C)Nc2ccccc2C(=O)N1NC(=O)c1ccccc1
    -2	-12	-1	7	-10	.	-5
- COc1ccc(NC(=O)Cc2nnc(SCC(=O)Nc3ccccc3)n2C)cc1
    -7	-2	5	0	2	.	0

# The list is partial; count on the stated rates, not on these rows.
